High-throughput results deposited in PubChem BioAssay by several laboratories.
PHOSPHO1 inh: blocks human PHOSPHO1 phosphatase activity. recombinant PHOSPHO1, absorbance phosphatase assay. inhibition, % at 13.3 µM. hit rate 1.1% among 290,000. AID 1565; in the data active = inhibition above about 60%
Target sequence (Q8TCT1 whole entry, looked up): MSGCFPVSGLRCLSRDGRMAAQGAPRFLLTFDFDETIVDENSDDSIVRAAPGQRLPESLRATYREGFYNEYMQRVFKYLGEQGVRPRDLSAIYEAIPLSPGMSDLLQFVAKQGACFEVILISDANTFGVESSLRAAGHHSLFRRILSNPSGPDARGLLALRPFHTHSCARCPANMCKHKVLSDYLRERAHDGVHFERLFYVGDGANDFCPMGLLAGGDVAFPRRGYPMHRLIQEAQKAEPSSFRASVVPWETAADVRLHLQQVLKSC
DNA FID counter: counter-screen for HCV NS3 helicase inhibitors: DNA intercalator displacement; DNA fluorescent intercalator displacement, fluorescence; inhibition, % at 7.9 µM; hit rate 0.17% among 290,000; AID 1845; in the data active = inhibition above about 37%;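 note: 0% = vehicle and 100% = reference compound; higher means more ethidium bromide displaced from hairpin DNA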
V1aR counter: activates human V1a receptor in oxytocin agonist counter-screen; CHO-V1R cells, Fluo-8 calcium fluorescence, agonist mode; 0% DMSO, 100% 3 nM vasopressin; activation, % at 3 µM; hit rate 0.25% among 320,000; AID 2797;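 active = activation above the mean activation of all tested compounds plus 3 SD, per screening run, cut at about 20% in these data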;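 note: signal is peak over basal fluorescence ratio across a 100 second FLIPR read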
Target sequence (P37288 whole entry, looked up): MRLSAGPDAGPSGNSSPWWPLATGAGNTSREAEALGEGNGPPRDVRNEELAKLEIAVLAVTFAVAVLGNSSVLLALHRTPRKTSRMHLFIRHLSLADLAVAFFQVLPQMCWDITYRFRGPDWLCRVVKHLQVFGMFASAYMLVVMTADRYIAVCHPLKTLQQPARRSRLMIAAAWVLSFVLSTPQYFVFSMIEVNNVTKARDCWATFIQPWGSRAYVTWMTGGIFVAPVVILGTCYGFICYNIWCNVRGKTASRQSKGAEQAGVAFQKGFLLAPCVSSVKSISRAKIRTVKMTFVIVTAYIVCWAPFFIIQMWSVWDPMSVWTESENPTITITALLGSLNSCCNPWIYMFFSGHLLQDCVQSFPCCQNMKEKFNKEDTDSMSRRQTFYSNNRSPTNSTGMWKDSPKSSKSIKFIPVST
IMP-1 inh: blocks Pseudomonas aeruginosa IMP-1 metallo-beta-lactamase; purified IMP-1, nitrocefin hydrolysis, epi-absorbance fluorescence; inhibition, % at 5.6 µM; hit rate 0.45% among 290,000;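 active = inhibition above the mean plus 3 SD of all compounds in the same screening run, cut at about 4.5% in these data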;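 note: 0% = IMP-1 with DMSO and 100% = DMSO wells lacking enzyme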
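System: purified IMP-1 / Input: IMP-1 dispensed at 0.2 nM / Medium: 50 mM HEPES pH 7.1, 50 µM ZnSO4, 0.05% Brij 35 / Timing: 15 min enzyme–compound preincubation, then 25 min nitrocefin reaction, 25 °C / Technique: plate fluorescence quenching by hydrolysis product, ex 480/em 530 nm / Repeats: singlicate testing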
HCV NS3 hel inh: blocks Hepatitis C virus NS3 helicase unwinding; NS3 helicase DNA unwinding, Cy5 molecular beacon fluorescence; inhibition, % at 10.9 µM; hit rate 0.56% among 290,000; AID 1800;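 active = inhibition above the mean of all tested compounds plus 3 SD, set per campaign, cut at about 35% in these data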;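 note: 0% = DMSO wells and 100% = thioflavine S control wells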
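Assay system – hepatitis C virus NS3 helicase domain fragment enzyme · Buffer or medium – MOPS pH 6.5, MgCl2, DTT, Tween20, BSA · Reagent – Cy5/quencher beacon DNA duplex and ATP to start · Compound – single 10.9 µM dose · Timing – 1 h at 25 °C · Technique – Cy5 beacon fluorescence read at start and 1 h · Measure – % inhibition of unwinding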
GalR3 antag: blocks the human galanin receptor 3 | O60755 | HEK293 GalR3-CNG cAMP membrane potential fluorescence; galR3 body fused to GalR1 C-terminus | inhibition, % at 3 µM | hit rate 0.44% among 360,000 | AID 651719;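 active = inhibition above the screen-wide average plus 3 SD, cut at about 13% in these data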;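 note: forskolin and galanin both at EC90 stimulate the cells; cAMP rise reported by CNG channel membrane potential dye signal; 0% = forskolin plus galanin with DMSO and 100% = forskolin alone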
Target sequence (O60755 1-299 limits assumed): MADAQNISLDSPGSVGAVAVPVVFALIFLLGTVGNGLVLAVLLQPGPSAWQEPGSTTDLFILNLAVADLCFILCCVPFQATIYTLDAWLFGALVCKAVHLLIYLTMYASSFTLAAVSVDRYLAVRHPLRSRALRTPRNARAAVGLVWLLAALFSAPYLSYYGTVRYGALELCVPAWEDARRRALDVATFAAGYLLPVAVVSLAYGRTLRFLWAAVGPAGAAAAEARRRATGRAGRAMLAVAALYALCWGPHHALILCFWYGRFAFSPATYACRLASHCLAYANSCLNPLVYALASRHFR
VIM-2 inhibitor: blocks Pseudomonas aeruginosa VIM-2 metallo-beta-lactamase | purified VIM-2, nitrocefin hydrolysis, epi-absorbance fluorescence | inhibition, % at 5.6 µM | hit rate 0.89% among 290,000;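 active = inhibition above the mean of all tested compounds plus 3 SD, cutoff set per screening run, cut at about 7.5% in these data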;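 note: red hydrolysis product quenches plate fluorescence so inhibitors raise well fluorescence; 0% = enzyme with DMSO and 100% = DMSO without enzyme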
GPR7 antagonist: blocks human GPR7 receptor signaling. P48145. GPR7-expressing cells, fluorescence antagonist assay. inhibition, % at 4.4 µM. hit rate 1.1% among 290,000; in the data active = inhibition above about 16%, passing the limit was not always enough;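 note: cells stimulated with the agonist NPW; 0% = agonist with vehicle and 100% = vehicle without agonist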
OXTR agonist: human OXTR agonism; P30559; CHO-OTR cells, Fluo-8 calcium fluorescence; normalized: DMSO 0%, oxytocin 100%; activation, % at 3 µM; hit rate 0.32% among 320,000; AID 2435;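 active = activation above the mean of all tested compounds plus 3 SD, cutoff set per screening run, cut at about 20% in these data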;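 note: peak over basal fluorescence ratio from a 100 s FLIPR kinetic read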
* marks the source's active call; other numbers are inactive results; · = no result given; & = joins results of further samples.

SMILES,PHOSPHO1 inh,DNA FID counter,V1aR counter,IMP-1 inh,HCV NS3 hel inh,GalR3 antag,VIM-2 inhibitor,GPR7 antagonist,OXTR agonist
Nc1ccc(-c2nc3c(Cl)c(N)ccc3[nH]2)cc1,10,15,-0.9,-10,-11,2,-2.2,-4,-0.9
COc1cccc(NC(=O)Cc2cn(C)c3ccccc23)c1,26,-4,-0.9,-0.5,2,-1,-2.0,4,-0.7
Cc1ccc(SCCN2CCC(NC(=O)OCc3ccccc3)CCC2=O)cc1 (stereo unspecified),-2,-44,2.0,-0.4,7,-6,0.7,6,2.2
O=C(NC1CCCC1)C1CCN(S(=O)(=O)N2CCCCC2)CC1,28,-7,-0.5,-5.3,3,-5,-5.1,-6,1.0
Cn1c(SCC(=O)NC2CCCCC2)nnc1-c1cccc(N)c1,-8,-3,1.1,-5.2,3,0,-4.2,-19,-0.3
Cc1cc(F)ccc1S(=O)(=O)Nc1ccccc1C(=O)NCc1ccccn1,28,-21,0.7,-3.1,10,-4,-3.0,1,-1.1
Cc1ccc(-c2nn(-c3ccccn3)c(=O)c3ccccc23)cc1,36,-19,-1.4,-1.8,1,-3,-1.0,4,-3.0
COc1ccc(-c2ccnc(SCC(=O)c3ccc(Br)cc3)n2)cc1,1,-4,-0.5,-3.0,-7,-6,-1.1,0,-0.1
COc1ccc(NC(=O)CN2C(=O)NC(C)(c3ccc(C)cc3)C2=O)c([N+](=O)[O-])c1 (stereo unspecified),35,-18,6.9,0.4,5,-9,-1.3,-4,1.6
O=C(Nc1nnc(SCc2c(Cl)cccc2Cl)s1)C1CCCO1 (stereo unspecified),19,-20,0.9,-2.9,-8,-8,-0.6,-15,1.5
COc1ccc(C(=O)/C=C/c2ccc(OCc3ccccc3)cc2)cc1CSCC(=O)O,-21,-27,·,-2.5,6,-1,-2.5,-22,·
COC(=O)c1cc(COc2ccc3c4c(c(=O)oc3c2)CCCC4)c(C)o1,23,5,1.0,0.5,-6,-9,0.7,8,-0.5
CC1Cc2cc(/C(O)=C3/C(=O)C(=O)N(CCCn4ccnc4)C3c3ccncc3)ccc2O1 (stereo unspecified),24,-2,0.3,-0.2,7,-5,0.1,-10,1.1
O=C(NCc1ccccc1)NC1CC2CCC(C1)N2Cc1ccco1 (stereo unspecified),-8,-5,0.5,-1.2,19,-2,1.2,-1,0.2
Clc1ccc(CN2CCC(c3nc4ccc(Cl)cc4[nH]3)CC2)cc1,22,13,9.5,-1.4,-19,-5,-3.3,5,9.1
COCC(=O)Nc1cc(C(=O)OC)cc(C(=O)OC)c1,5,-6,0.0,-3.1,3,-3,2.1,-6,-0.5
CCC(C(=O)OCC(=O)Nc1c(C)n(C)n(-c2ccccc2)c1=O)c1ccccc1 (stereo unspecified),-7,-27,1.1,-3.8,1,-5,-5.8,-12,-0.1
COc1ccc(C2c3c(ncn(CCN4CCOCC4)c3=N)Oc3ccc4ccccc4c32)cc1 (stereo unspecified),1,3,0.0,-1.7,-22,-5,-3.1,2,-0.8
COC(=O)Cc1ccc(NC(=S)N2CCCCC2C)cc1 (stereo unspecified),34,-3,-0.7,-2.0,3,-7,-3.1,3,0.2
O=C(CN1CCCCCC1)NCCc1ccc(F)cc1,-7,6,0.3,-0.5,-1,-7,-3.1,2,1.1
CCCCN1CC(O)=C(c2nc3ccccc3[nH]2)C1=N,26,1,0.4,-1.2,-4,-1,-1.5,1,-1.1
CCN(CC)C(=O)CSc1nnc2nnc3cc(Cl)ccc3n12,-31,-1,0.1,-0.3,-4,1,1.2,0,-0.2
COc1ccccc1NC(=O)Cn1nnc(C(=O)Nc2ccccc2)c1N,0,-1,1.0,-2.0,-7,-7,-0.2,2,2.2
O=C(CN(Cc1ccco1)C(=O)CNS(=O)(=O)c1ccc(Cl)cc1)NCc1ccco1,19,-22,0.0,-2.5,-3,-3,-4.0,-1,1.9
C/C(=N/NC(=O)c1cccs1)c1cccc(NC(=O)C2CC2)c1,24,-2,-0.2,-0.5,-9,-3,0.8,36*,-0.7
O=C(c1ccc(Cl)c(NC2=NC3CS(=O)(=O)CC3S2)c1)N1CCN(c2ccccc2)CC1 (stereo unspecified),32,-31,2.6,-3.4,-1,2,-1.1,-14,1.4
COc1ccc(Nc2nc(-c3cccc([N+](=O)[O-])c3)nc3ccccc23)cc1,-15,4,-0.3,-2.2,8,0,-5.1,2,-1.4
CN(C)c1ccc(-c2ccc([C@H]3[C@@H]4C=CCC[C@@]4(C)C(=O)N3Cc3ccccc3)c(F)c2)cc1,31,·,-0.5,·,·,-3,·,·,-0.8
O=C(Cn1nnc2ccccc21)NNC(=S)NC1CCCCC1,-103,1,0.2,-4.8,-4,4,-4.1,-3,0.0
C=CCn1c(O)c(N=NC(=O)c2ccc3c(c2)OCO3)c2ccccc21,27,-2,-0.3,2.2,-1,-2,-4.7,-15,0.4
O=C(C1=C(O)C(=O)N(CCOCCO)C1c1cccs1)c1cccs1 (stereo unspecified),16,-3,1.2,-2.3,0,-2,-0.5,-2,-0.5
CCc1nc(SCC(=O)N2CCN(c3ccccc3)CC2)c2c(=O)n(C)c(=O)n(C)c2n1,0,1,·,-0.8,12,·,0.7,-6,·
CC(=O)Nc1ccc(NC(=O)C(C)OC(=O)c2ccccc2C(=O)c2ccc(Cl)c([N+](=O)[O-])c2)cc1 (stereo unspecified),-18,-1,-0.5,-3.8,-1,0,-1.3,-4,-2.2
Cc1cc(C)cc(NC(=O)CS(=O)(=O)c2ccccc2)c1,14,-4,-0.9,-0.6,-4,-10,-0.7,-17,0.1
Cc1ccc(S(=O)(=O)N(CC(=O)NCCSCc2ccco2)c2cc(C)ccc2C)cc1,·,-19,0.6,-1.6,12,-6,-4.3,3,0.0
Cn1ncc2c(N3CCOCC3)ncnc21,9,-2,1.6,-2.4,1,-1,-0.8,5,0.9
CC(=O)OC1CC(C)(C)N(OC(=O)CCCN2C(=O)c3ccccc3C2=O)C(C)(C)C1,24,-28,0.4,-2.6,6,2,-1.6,-10,1.9
CC(=O)Nc1ccc(S(=O)(=O)N2CCOCC2)cc1,-2,1,0.8,-4.0,3,-5,-1.7,-8,1.5
O=C(c1ccccc1)c1cccn1CC(=O)N1CCN(C2CCCCC2)CC1,45,22,-1.5,0.2,-6,-2,2.7,14,-0.8
O=C(NCCN1CCCC(O)C1)c1cc(COc2c(F)cccc2F)on1 (stereo unspecified),55,8,-0.7,-1.3,-4,-8,-2.8,-8,1.4

Pulled one by one from the list above:
SMILES,PHOSPHO1 inh,DNA FID counter,V1aR counter,IMP-1 inh,HCV NS3 hel inh,GalR3 antag,VIM-2 inhibitor,GPR7 antagonist,OXTR agonist
CCc1nc(SCC(=O)N2CCN(c3ccccc3)CC2)c2c(=O)n(C)c(=O)n(C)c2n1,0,1,·,-0.8,12,·,0.7,-6,·
CC1Cc2cc(/C(O)=C3/C(=O)C(=O)N(CCCn4ccnc4)C3c3ccncc3)ccc2O1 (stereo unspecified),24,-2,0.3,-0.2,7,-5,0.1,-10,1.1

(list continues)
SMILES,PHOSPHO1 inh,DNA FID counter,V1aR counter,IMP-1 inh,HCV NS3 hel inh,GalR3 antag,VIM-2 inhibitor,GPR7 antagonist,OXTR agonist
O=C(CCl)Nc1ccccc1C(=O)NCc1ccccc1,20,1,-0.1,-0.1,3,8,0.5,-1,-0.6
NS(=O)(=O)c1ccc(NC(=O)CCC(=O)N2CCOCC2)cc1,31,-3,1.7,-4.2,-5,-6,-3.1,-6,1.1
CC(=O)c1c(C)nc2sc3c(=N)n(N)cnc3c2c1-c1ccc(Cl)cc1,-11,-9,0.2,0.0,7,8,-0.8,4,-1.8
COC(=O)c1cnn(-c2ccc(F)cc2F)c1/C=N/NC(N)=S,-164,-6,-0.4,-2.3,-12,-6,-4.7,-10,-0.9
CCOC(=O)c1cc(C)n(CCCN2CCOCC2)c1C,-15,-5,0.0,-2.0,7,-4,-1.5,-10,0.6
O=c1c2ccccc2nc2c3ccccc3cnn12,-23,4,0.2,-5.1,2,-5,2.7,-10,-1.1
CCN1C(=O)/C(=C\N(C)C)c2ccccc21,-20,-4,-0.1,-1.2,-3,-2,0.1,0,1.7
CCCC(=O)Nc1nc2ccc(NC(=O)c3ccc(Br)o3)cc2s1,-8,-5,-0.8,-2.5,16,-4,-3.1,-7,-2.7
COc1cc(NC(=S)NCCc2ccc(S(N)(=O)=O)cc2)c(OC)cc1Cl,-23,-1,-0.8,-1.1,-3,-3,-3.2,-10,-0.4
CC(C)(C)c1ccc(OCCn2ccccc2=O)cc1,3,-24,0.0,-2.2,-4,-2,-2.2,1,-1.5
CCOC(=O)N1CCN(C(=O)c2ccc(SC)cc2OC)CC1,18,-8,2.0,-1.6,6,-5,-2.9,-6,-0.3
COc1ccc(Cc2c(O)nc(SC)n(C(C)=O)c2=O)cc1,1,2,-0.4,0.8,6,-3,0.4,0,-0.8
O=C(NC1CCN(C(=O)Nc2cccc(Cl)c2)CC1)C1CCCCC1,36,-19,0.5,2.6,9,-10,0.2,3,0.6
CCc1ccc(C(=O)Cc2cc3cccc(OC)c3oc2=O)cc1,46,-19,0.8,-2.6,3,-11,-1.7,-11,-0.1
Cn1nc(C(C)(C)C)cc1C(=O)NNC(=O)c1cccc(Cl)c1,0,-5,13,-1.1,-7,-4,-4.8,0,10
COC(=O)Cn1c2c(c3cc(C)ccc31)CCCC2NC(C)c1ccccc1 (stereo unspecified),16,-28,-0.3,-0.7,4,-6,2.1,0,-1.5
C1=C(CCNc2ncnc3nc[nH]c23)CCCC1,-1,2,7.8,-5.2,4,0,-2.7,-6,8.6
O=C(Nc1ccc(Cl)cn1)c1cnn2cccnc12,26,-2,0.0,0.4,-4,1,-2.4,-6,-0.9
COc1ccc(NC(=S)N2CCC(Cc3ccccc3)CC2)cc1,18,-16,·,-1.3,-7,0,-6.1,-1,·
CCN(C(=O)CN1C(=O)S/C(=C\c2ccccc2OC)C1=O)C1CCS(=O)(=O)C1 (stereo unspecified),7,-30,0.0,-3.8,-1,-9,1.1,-6,-1.4
O=Cc1nc(-c2ccc(Cl)cc2)n2ccccc12,-2,-2,-1.0,-4.4,1,-2,-2.3,-3,-2.0
CCN1CCN(Cc2ccc(NC(=O)c3ccc(C)c(NC(=O)C(=O)c4c[nH]c5ccccc45)c3)cc2C(F)(F)F)CC1,-7&26,30,4.9&3.5,-4.0,-103,-7&-3,-1.4,36*,11&10
COCCN(CCOC)C(=S)Nc1cc(S(=O)(=O)N(C)C)ccc1C,5,3,0.5,-2.7,4,-1,-0.6,-3,1.6
Clc1cccc(N2CCN(c3ncnc4nc[nH]c34)CC2)c1,19,-4,-0.1,-2.2,-1,1,-0.8,-3,0.6
CCNc1oc(-c2ccccc2F)nc1S(=O)(=O)c1ccccc1,32,-25,-0.9,-1.4,3,·,1.0,-19,-0.6
